# Screening results (PubChem BioAssay)
# M1 ag parental: counter-screen for M1 agonists: effect in parental CHO-K1 cells. Fluo-8 calcium fluorescence; scaled to maximal ATP response, vehicle zero. activation, % at 3 µM. hit rate 0.48% among 360,000; in the data active = activation above about 15%;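 note: untransfected CHO-K1 host cells lacking M1 receptor as counterscreen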
# M1 PAM: human CHRM1 positive allosteric modulation. CHO-K1 hM1, Fluo-8 calcium fluorescence, ACh EC20; 0% = ACh EC20, 100% = maximal ACh. activation, % at 3 µM. hit rate 0.088% among 360,000. AID 588819; in the data active = activation above about 19%, passing the limit was not always enough
# Target sequence (P11229 whole entry, looked up): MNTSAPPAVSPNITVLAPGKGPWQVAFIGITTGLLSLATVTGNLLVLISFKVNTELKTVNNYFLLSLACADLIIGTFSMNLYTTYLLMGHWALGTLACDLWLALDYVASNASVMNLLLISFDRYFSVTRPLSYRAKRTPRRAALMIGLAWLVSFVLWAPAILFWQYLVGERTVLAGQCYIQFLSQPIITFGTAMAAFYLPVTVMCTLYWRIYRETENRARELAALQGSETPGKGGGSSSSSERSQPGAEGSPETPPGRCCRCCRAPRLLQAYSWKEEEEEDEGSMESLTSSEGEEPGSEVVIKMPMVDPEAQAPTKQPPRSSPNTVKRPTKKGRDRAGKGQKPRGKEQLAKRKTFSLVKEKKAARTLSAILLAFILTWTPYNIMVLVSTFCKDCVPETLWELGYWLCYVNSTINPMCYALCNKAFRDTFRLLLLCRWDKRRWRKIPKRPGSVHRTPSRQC
# TAAR1 ag: agonists of human TAAR1; Q96RJ0; CHO RD-HGA16 TAAR1, Fluo-8 calcium fluorescence; vehicle wells 0%, saturating PEA agonist 100%; activation, % at 3 µM; hit rate 0.99% among 360,000; AID 624467;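 active = activation above the mean activation of all test compounds in the run plus 3 SD, cut at about 38% in these data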
# Target sequence (Q96RJ0 whole entry, looked up): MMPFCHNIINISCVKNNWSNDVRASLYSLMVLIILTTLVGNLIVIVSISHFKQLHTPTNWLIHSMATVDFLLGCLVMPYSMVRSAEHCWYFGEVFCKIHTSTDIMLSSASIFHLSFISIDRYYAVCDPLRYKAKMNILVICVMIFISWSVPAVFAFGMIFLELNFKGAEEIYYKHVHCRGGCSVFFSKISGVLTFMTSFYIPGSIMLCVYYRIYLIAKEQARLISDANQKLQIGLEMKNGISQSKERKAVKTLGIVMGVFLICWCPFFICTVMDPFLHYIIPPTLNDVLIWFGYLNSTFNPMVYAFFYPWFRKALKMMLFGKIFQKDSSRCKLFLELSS
#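 Repeats: no replicates (n 1) | Material: CHO-derived RD-HGA16 cells with stable Gα16 and human TAAR1 | Technique: Kinetic Fluo-8 calcium fluorescence | Schedule: 17-24 h seeding, 75 min 37 °C dye, 30 min RT | Evaluation: % activation from peak over basal fluorescence ratio, DMSO-to-PEA scaled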
# CHO parental Ca: signal in parental CHO cells, OX1R antagonist counter-screen. hit rate 0.63% among 330,000. inhibition, % at 5.6 µM. AID 463079. parental CHO-K1, ATP-induced calcium, Fluo-8 fluorescence;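 active = inhibition above that plate's mean sample inhibition plus 3 SD, cut at about 26% in these data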;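 note: 0% = ATP-challenged DMSO wells and 100% = DMSO wells without ATP; some compounds past the cut are filed as inactive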
#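 material = parental CHO cells | also added = ATP as calcium-mobilizing challenge | dosing = single point at 5.6 µM | detection = intracellular calcium via Fluo-8 no-wash fluorescent dye | read-out = % inhibition | benchmarks = low control ATP plus DMSO, high control DMSO only | repeats = one well per compound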
# M1 ag: activates human CHRM1 receptor; P11229; CHO-K1 hM1, Fluo-8 calcium fluorescence, agonist mode; 0% DMSO, 100% acetylcholine EC100; activation, % at 3 µM; hit rate 0.33% among 360,000;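 active = activation above the run's mean compound activation plus 3 SD, cut at about 16% in these data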;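 note: peak over basal fluorescence ratio within a 140 s kinetic read after compound addition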
# CHO-K1 Ca antag: nonselective inhibitor or artifact in parental CHO-K1 cells | inhibition, % at 3 µM | hit rate 0.6% among 360,000 | ATP-induced calcium, Fluo-8 fluorescence;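 active = inhibition above a per-plate cutoff, the plate's mean sample inhibition plus 3 SD, cut at about 24% in these data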;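 note: 0% = DMSO plus EC80 ATP and 100% = DMSO alone without ATP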
# CHO-K1 Ca PAM: counter-screen for M1 PAMs: effect in parental CHO-K1 cells; ATP EC20, Fluo-8 calcium fluorescence; 0% at ATP EC20, 100% at ATP max; activation, % at 3 µM; hit rate 0.02% among 360,000; AID 602247;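 active = activation above the run cutoff, the mean activation of all test compounds plus 3 SD, cut at about 40% in these data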;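 note: peak over basal fluorescence ratio in a 140 s read after ATP addition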
# TAAR1 antag: antagonists of human TAAR1 | Q96RJ0 | hit rate 1.5% among 360,000 | CHO RD-HGA16 TAAR1, Fluo-8 calcium fluorescence, antagonist | inhibition, % at 3 µM;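 active = inhibition above a per-plate cutoff, the mean inhibition of test compounds on that plate plus 3 SD, cut at about 49% in these data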;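 note: 0% = DMSO plus EC80 beta-PEA response and 100% = DMSO alone without agonist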
#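 Material: RD-HGA16 CHO cells with stable hTAAR1 and Gα16; Dosing: single nominal final test compound concentration of 3 µM; Schedule: seeding 17-24 h prior, 75-min 37 °C, 30-min RT dye loading; Detection: kinetic Fluo-8 calcium fluorescence measurement; Measure: % inhibition from peak post-agonist over basal fluorescence ratio; Benchmarks: vehicle and agonist controls.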
# CHRM1 antagonist: antagonists of human M1 muscarinic receptor | P11229 | CHO-K1 hM1, Fluo-8 calcium fluorescence, ACh EC80 antagonist | inhibition, % at 3 µM | hit rate 1.3% among 360,000;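 active = percent inhibition above its own plate's cutoff, namely the mean of that plate's compound wells plus 3 SD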;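 note: peak over basal fluorescence ratio during 140 s after agonist addition; 0% = ACh EC80 plus DMSO and 100% = DMSO alone without agonist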
# Starred values were filed as active, the others as inactive; · = no result given. Not a hit list; about 4.4% have a hit in one of these screens.
SMILES,M1 ag parental,M1 PAM,TAAR1 ag,CHO parental Ca,M1 ag,CHO-K1 Ca antag,CHO-K1 Ca PAM,TAAR1 antag,CHRM1 antagonist
Cc1ccccc1CCN1CCCC(CN(C)C(=O)c2ccc3ncccc3c2)C1 (stereo not given),0.3,-12,8,-19,-11,6,-6,-25,12
Cc1oc(C(=O)Nc2ccc(C(=O)O)cc2)cc1COc1ccccc1,0.4,5,4,8,-2,10,-5,4,1
COc1ccccc1/C=C1/C(=O)N(c2ccccc2)N=C1C,2.7,5,37*,-7,0,0,-15,16,-3
Cc1ccc(S(=O)(=O)N2CCCOC2CNC(=O)C(=O)NCc2ccco2)cc1 (stereo not given),0.0,3,0,-1,-5,3,-4,8,-3
CN(C)/C=N/C1=C(C#N)C(c2cccs2)c2ccc3ccccc3c2O1 (stereo not given),0.2,-9,0,·,-7,7,-18,-10,8
O=[N+]([O-])c1ccc(SCCc2ccccn2)cc1,0.7,-2,1,1,-3,-10,4,10,-4
Cc1[nH]c2ccccc2c1/C=N/NC(=O)CNC(=O)c1ccc2c(c1)OCO2,0.3,6,2,-6,-8,-1,24,-2,-8
CC(=O)N1CCOc2ccc(S(=O)(=O)N3CCC(C(=O)NCc4ccc(F)cc4)CC3)cc21,2.0,5,3,-5,-4,-14,13,-7,-8
C/C(=N\NC(=O)c1cc(C)oc1C)c1ccc(C)c([N+](=O)[O-])c1,-0.2,1,-2,-9,-4,-7,-4,8,0
O=C(Nc1ccc(Cl)c([N+](=O)[O-])c1)c1ccc2c(c1)OCCO2,5.1,2,4,-1,-6,-7,11,5,-4
COCCCn1c(SCC(=O)n2c(C)c(C)c3ccccc32)nnc1-c1ccoc1C,0.7,-1,3,-33,-5,-4,10,-9,-2
CNC(=O)/C=C/c1cccc(C(F)(F)F)c1,0.2,8,7,-10,-5,-2,9,-7,2

# Part of the list above in order of length of the SMILES, high to low:
SMILES,M1 ag parental,M1 PAM,TAAR1 ag,CHO parental Ca,M1 ag,CHO-K1 Ca antag,CHO-K1 Ca PAM,TAAR1 antag,CHRM1 antagonist
Cc1[nH]c2ccccc2c1/C=N/NC(=O)CNC(=O)c1ccc2c(c1)OCO2,0.3,6,2,-6,-8,-1,24,-2,-8
Cc1ccc(S(=O)(=O)N2CCCOC2CNC(=O)C(=O)NCc2ccco2)cc1 (stereo not given),0.0,3,0,-1,-5,3,-4,8,-3
CN(C)/C=N/C1=C(C#N)C(c2cccs2)c2ccc3ccccc3c2O1 (stereo not given),0.2,-9,0,·,-7,7,-18,-10,8

# (more compounds)
SMILES,M1 ag parental,M1 PAM,TAAR1 ag,CHO parental Ca,M1 ag,CHO-K1 Ca antag,CHO-K1 Ca PAM,TAAR1 antag,CHRM1 antagonist
CC(CCc1ccccc1)NC(=O)COC(=O)c1cccs1 (stereo not given),0.1,-5,2,-5,-3,-4,-7,2,14
O=C(N/N=C/C1CC=CCC1)c1cc(-c2cccnc2)nc2ccccc12 (stereo not given),1.1,-3,3,-21,-9,0,-6,9,-1
COc1c(Cl)cc(C(=O)O)cc1Cl,0.3,10,-1,-6,-1,-2,12,-4,-16
Cc1cc(-c2n[nH]c(=S)n2-c2ccccc2)nn1C,0.1,0,3,-5,-7,2,2,-10,-7
Cc1cccc(-c2cc(NC=O)c3ncc(-c4cccc(C(=O)N(C)C)c4)n3c2)c1,3.8,0,4,·,-5,-3,12,-2,-3
OCCN(CC#CCC(O)(c1ccccc1)C1CCCC1)CCO (stereo not given),1.1,5,3,-9,-7,-8,20,-29,-6
O=C1c2ccccc2C(Nc2ccc(Cl)cn2)N1c1ccccn1 (stereo not given),-0.3,13,2,-13,-1,21,-10,-54,-16
Cn1cc(CCC(=O)N2CCCC(N3CCN(c4ccccc4F)CC3)C2)cn1 (stereo not given),-0.3,9,4,-5,-4,1,6,-26,-9
O=C(OCC(=O)N1CCc2ccccc21)c1ccncc1,-1.3,3,-3,-10,-4,-15,1,-20,-3
O=C(NCc1ccccc1)C(c1ccccc1)N(Cc1cccs1)C(=O)c1cnccn1 (stereo not given),5.6,-7,18,-6,1,15,11,62*,43*
CO/N=C(\Cn1ncc(N2CCCC2)c(Br)c1=O)c1ccc(Cl)cc1,1.2,7,18,-28,-5,-16,21,1,-14
O=C(O)C(=O)Cc1c[nH]c2ccccc12,0.7,-7,2,0,-2,5,5,-3,4
O=C(CNC(=O)c1ccc(F)cc1)N/N=C/c1cc(Br)ccc1OC(=O)/C=C/c1ccco1,0.8,4,0,-18,-2,0,12,-22,-12
COc1cc2nc(Cl)nc(NCCO)c2cc1OC,0.2,7,6,-1,-5,-14,15,-29,-17
O=C(CN1CCNC(=O)C1)NCCc1ccc(Cl)cc1Cl,0.0,5,3,-15,-7,-5,17,-4,-11
CCOc1ccc(/C=C(\C#N)C(=O)Nc2ccccn2)cc1,1.2,7,-1,-2,-5,-11,-5,-8,-4
Cc1cc(C)c(NC(=O)CS(=O)CC(=O)NCC2CCCO2)c(C)c1 (stereo not given),-0.4,4,11,-11,-1,9,-5,16,-1
CC(C)CCN1CCN(CC#Cc2ccccc2)CC1CCO (stereo not given),0.5,8,2,-17,-13,-10,13,-1,-12
COc1ccccc1NC(=O)N(Cc1ccco1)Cc1cc2cccc(C)c2[nH]c1=O,3.7,0,11,-34,-2,-16,31,28,-7
COc1ccccc1Nc1nc(N)nc(CN2CCC(Cc3ccccc3)CC2)n1,0.6,-15,3,-22,-5,2,-2,-12,16
Cc1cccc(NC2=NC3(CCCCC3)N=C(N)N2)c1C,0.6,-8,19,-9,-10,-15,17,-24,0
O=C(Cn1nc(-c2ccco2)ccc1=O)Nc1ccc(Cl)c(Cl)c1,1.3,4,6,-3,-2,-12,13,-5,0
CCN1CCC(N2CCN(c3ccc(F)cc3)CC2)CC1,-0.1,2,2,4,-4,2,-7,-16,-15
Cc1ccc(NC(=O)c2ccc(NCCN)c([N+](=O)[O-])c2)cc1Cl,0.5,5,3,-3,-11,-12,16,3,-3
Cc1ccc(C(=O)OCC(=O)NCc2ccco2)s1,-0.2,2,1,-13,-6,2,6,8,-6
O=C(Nc1cccc(C(=O)O)c1)/C(=C\c1ccccc1)NC(=O)c1cccc2ccccc12,0.9,7,1,-17,-1,-8,17,-3,-4
CCC(C)NCC(=O)Nc1ccc(-c2nc3cc(NC(=O)CNC(C)CC)ccc3o2)cc1 (stereo not given),0.7,-6,4,-5,-5,-20,22,-9,-1
Cc1ccc(NC(=O)c2cccc(C(=O)Nc3ccc(C)cc3C(=O)O)c2)c(C(=O)O)c1,0.3,17,0,-6,0,-5,6,-1,-12
CCN(CC(=O)Nc1ccc(OC)cc1)C(=O)c1ccc2c(c1)NC(=O)CS2,0.4,7,0,·,-6,-2,7,-3,-10
O=C(COc1ccccc1Cl)N1CCN(c2ccc(F)cc2)CC1,0.7,10,9,-13,1,-8,20,12,5
Cc1nc(-c2cc(-c3nc(-c4cc(C(F)(F)F)cc(C(F)(F)F)c4)no3)no2)cs1,-0.1,5,1,-6,-3,-5,4,-32,-3
Cc1cc(C)c2c(c1)cc(C)c1nnc(SCC(=O)N3CCCc4ccccc43)n12,0.1,-7,6,-18,-8,-2,5,-1,8
Cc1cc(C)cc(N(CC(=O)N2CCCCCC2)S(C)(=O)=O)c1,0.5,1,9,-17,-10,-3,15,-4,-7
Cc1nn(-c2ccccc2)c(C)c1/C=N/NC(=O)c1cc(-c2ccccc2)n[nH]1,1.5,-12,15,-23,-2,22,-9,39,21
C[C@H]1CN([C@@H](C)CO)S(=O)(=O)c2ccc(Br)cc2O[C@H]1CN(C)C(=O)Cc1ccccn1,0.9,8,5,·,0,2,9,-4,-8
O=C(COC(=O)c1cc(Br)ccc1O)NCCC1=CCCCC1,1.1,2,5,·,-5,-8,17,-10,-7

# Structures shown so far with a CF3 group, in the order listed:
SMILES,M1 ag parental,M1 PAM,TAAR1 ag,CHO parental Ca,M1 ag,CHO-K1 Ca antag,CHO-K1 Ca PAM,TAAR1 antag,CHRM1 antagonist
CNC(=O)/C=C/c1cccc(C(F)(F)F)c1,0.2,8,7,-10,-5,-2,9,-7,2
Cc1nc(-c2cc(-c3nc(-c4cc(C(F)(F)F)cc(C(F)(F)F)c4)no3)no2)cs1,-0.1,5,1,-6,-3,-5,4,-32,-3

# Some entries already given with just M1 ag, CHRM1 antagonist and CHO-K1 Ca antag.
Compound,M1 ag,CHRM1 antagonist,CHO-K1 Ca antag
CC(C)CCN1CCN(CC#Cc2ccccc2)CC1CCO (stereo not given),-13,-12,-10
Cc1cc(-c2n[nH]c(=S)n2-c2ccccc2)nn1C,-7,-7,2
CCN1CCC(N2CCN(c3ccc(F)cc3)CC2)CC1,-4,-15,2
O=C(O)C(=O)Cc1c[nH]c2ccccc12,-2,4,5

# (more compounds)
SMILES,M1 ag parental,M1 PAM,TAAR1 ag,CHO parental Ca,M1 ag,CHO-K1 Ca antag,CHO-K1 Ca PAM,TAAR1 antag,CHRM1 antagonist
N#Cc1ccc(Oc2cc(C(F)(F)F)nc(-c3ccccn3)n2)cc1,0.0,2,0,-2,-4,-6,6,1,4
O=C(NCCNC(=O)c1cc(OCC(F)(F)F)ccc1OCC(F)(F)F)Nc1ccc(OC(F)(F)F)cc1,0.0,-1,12,-13,-3,5,7,13,7
Cc1ccc(C(=O)CSc2nnc3ccccn23)c(C)c1,0.0,8,2,-7,-4,-9,6,-22,-16
Cn1c(=O)c2cc(S(=O)(=O)NCCC(=O)NC3CCCCCCC3)ccc2n(C)c1=O,-0.3,7,·,-27,-5,-4,11,·,-8
O=C(/C=C/Nc1cccc(C(F)(F)F)c1)C(F)(F)F,0.3,2,3,-6,-2,-24,6,-21,-7
Cc1ccc(-c2nc(CS(=O)CC(=O)NCCN3CCOCC3)c(C)o2)cc1 (stereo not given),0.5,-1,0,-17,-8,-9,14,-24,-4
CC1C(=O)N(Cc2cn(CCC3OCCCO3)nn2)CCS(=O)(=O)N1Cc1ccc(-c2ccncc2)cc1 (stereo not given),1.8,11,2,·,-6,-14,22,-12,-16
O=C(Cn1cnc2ccccc21)OCC(=O)N1CCCCC1,1.4,3,2,-7,0,-8,8,-10,-10
Cc1ccc(NC(=O)CCn2cccc2)cc1Cl,1.4,10,0,-18,-5,0,22,9,-15
